# High-throughput results: PubChem BioAssay, National Center for Advancing Translational Sciences (NCATS)
# KDM5B inh: inhibitors of human KDM5B histone demethylase; KDM5B demethylase, FDH-coupled NADH fluorescence (FDH is formaldehyde dehydrogenase); Potency, µM (doses to about 57.7 µM), without a hit: top-dose activity change, negative = inhibition, hits mostly inhibitors; actives 2.6% (n = 220,000); AID 1347165; active = well fitted inhibition curve with a large enough effect; inconclusive = small, poorly fitted or top-dose-only effect; inactive = no such curve, though single readings can be large or run the other way; note: 0% is about no effect; nearly all actives have a fitted effect of over 70% in size
# Target sequence (Q9UGL1 whole entry, looked up): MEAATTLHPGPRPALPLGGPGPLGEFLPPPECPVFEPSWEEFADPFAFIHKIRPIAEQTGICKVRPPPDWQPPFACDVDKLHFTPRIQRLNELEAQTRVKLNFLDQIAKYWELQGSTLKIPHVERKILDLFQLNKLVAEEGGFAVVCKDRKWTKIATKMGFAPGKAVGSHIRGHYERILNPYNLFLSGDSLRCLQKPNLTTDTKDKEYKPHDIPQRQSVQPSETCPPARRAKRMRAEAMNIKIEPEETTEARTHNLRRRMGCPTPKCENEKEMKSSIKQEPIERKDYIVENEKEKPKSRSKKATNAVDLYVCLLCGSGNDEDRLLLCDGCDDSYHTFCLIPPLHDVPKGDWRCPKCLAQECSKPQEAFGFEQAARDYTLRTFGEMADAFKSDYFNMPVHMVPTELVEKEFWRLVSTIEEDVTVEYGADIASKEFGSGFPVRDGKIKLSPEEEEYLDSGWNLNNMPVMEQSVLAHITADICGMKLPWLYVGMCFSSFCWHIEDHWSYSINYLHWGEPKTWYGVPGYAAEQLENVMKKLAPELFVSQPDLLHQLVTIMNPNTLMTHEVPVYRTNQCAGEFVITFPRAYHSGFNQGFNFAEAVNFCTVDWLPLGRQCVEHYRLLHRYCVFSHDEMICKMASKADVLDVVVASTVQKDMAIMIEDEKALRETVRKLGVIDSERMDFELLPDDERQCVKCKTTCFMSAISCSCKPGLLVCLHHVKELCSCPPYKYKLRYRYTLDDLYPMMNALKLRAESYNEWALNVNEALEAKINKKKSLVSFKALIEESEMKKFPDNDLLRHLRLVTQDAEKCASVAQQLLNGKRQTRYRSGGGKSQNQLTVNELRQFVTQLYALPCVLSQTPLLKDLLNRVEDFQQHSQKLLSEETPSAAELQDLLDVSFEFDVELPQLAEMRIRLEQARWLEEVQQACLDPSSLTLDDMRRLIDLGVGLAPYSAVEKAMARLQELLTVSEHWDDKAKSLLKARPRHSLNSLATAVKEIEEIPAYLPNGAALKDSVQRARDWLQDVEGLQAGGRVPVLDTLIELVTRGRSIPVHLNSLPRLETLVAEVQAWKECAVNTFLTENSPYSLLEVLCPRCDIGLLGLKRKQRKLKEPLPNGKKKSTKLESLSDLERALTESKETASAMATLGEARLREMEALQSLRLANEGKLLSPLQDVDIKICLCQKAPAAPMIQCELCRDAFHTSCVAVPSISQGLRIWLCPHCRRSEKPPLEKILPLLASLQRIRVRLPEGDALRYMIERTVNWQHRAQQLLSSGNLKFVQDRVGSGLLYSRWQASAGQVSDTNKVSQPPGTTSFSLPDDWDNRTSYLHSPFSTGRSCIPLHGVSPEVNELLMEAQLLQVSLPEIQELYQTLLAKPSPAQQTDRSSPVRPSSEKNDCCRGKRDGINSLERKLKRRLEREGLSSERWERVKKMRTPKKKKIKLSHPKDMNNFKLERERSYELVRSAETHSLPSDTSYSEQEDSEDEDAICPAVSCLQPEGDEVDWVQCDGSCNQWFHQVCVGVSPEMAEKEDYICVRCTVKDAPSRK
#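 Compound dilutions met 200 nM (final) KDM5BΔAP for 10 min at room temperature before substrate addition. The substrate mix held 12.5 µM H3K4me3 with cofactors 25 µM α-ketoglutarate and 50 µM Fe²⁺. NADH signal gain over 30 min defined activity.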
# * = called active by the depositor; i = inactive; ? = inconclusive; [ ] = dose if it differs, or a comment. Potency is the fitted concentration of half-maximal effect.
SMILES,KDM5B inh
COc1ccc(-c2noc([C@H](C)O)c2C(=O)NC2CC2)cc1,-24%[86.2 µM]
Cc1noc2ncnc(N3CCN(c4ccccc4F)CC3)c12,3%
O=C(NC1CCN(c2cc(-c3cccs3)[nH]n2)CC1)c1cccc(F)c1,-20%
COc1cccc(CN2CC(C(=O)NCc3ncc(C)[nH]3)CCC2=O)c1 (stereo not given),18%
CC1(C)COCCN1C(=O)c1cccc(CN2CCCC2)c1,-3%
CC(C)(C)c1ccc(OCCOc2ccccc2/C=C(/C#N)C(N)=O)cc1,?
CC1(C)CC(=O)C/C(=N/NC(=O)c2cccc(Br)c2)C1,-13%
N#Cc1ccc(C(=O)N2CCCCCCNC(=O)[C@@H]3CCCC[C@@H]32)cc1,-2%
CCOc1ccc(CCNC(=O)c2ccc(-c3nc(COc4ccc(C)cc4)c(C)o3)cc2)cc1,-3%
COc1cc(-c2c(NC(=O)c3ccccc3)oc3ccc(Cl)cc3c2=O)cc(OC)c1OC,-12%
Cc1cccc(-c2cc(C(=O)Nc3cccc(C(F)(F)F)c3)[nH]n2)c1O,-1%
Cc1ccc(NC(=O)c2ccc3c(c2)N(C)C2CCCCN2C3=O)cc1Cl (stereo not given),?
N#Cc1nc(C2CC2)oc1N1CCN(C(=O)c2ccc[nH]c2=O)CC1,19%
O=C(c1ccc2[nH]ccc2c1)N1CCC2(CC1)N=C(c1cccc(Br)c1)NO2,?
COc1ccc2oc(-c3ccc(NC(=O)c4ccc(Br)o4)cc3)nc2c1,-5%
O=C(Nc1cccnc1Cl)c1cc(-c2ccc(Cl)cc2)on1,-14%
CCc1c(C)sc(NC(=O)Cc2ccc(Cl)cc2Cl)c1C#N,17%
O=C(CSc1nc2cc3ccccc3cc2[nH]1)Nc1ccc(F)cc1,?
NC(=O)C1(N2CCCCC2)CCN(c2ncncc2-c2nc(-c3ccccc3)no2)CC1,-16%
O=C(CCCc1c[nH]c2ccccc12)NCc1ccc(F)cc1,3%
Nc1nc(Cl)cc(N2CCC(c3nc(C4CC4)n[nH]3)CC2)n1,22%
Cc1cccc(NC(=O)N2CC(Oc3ccc(-c4nc(-c5ccccc5)no4)cc3)C2)c1,13µM*
Cc1ccc(CN(C)Cc2cccc(C(F)(F)F)c2)cc1,3%[86.2 µM]
CCn1c(SCC(=O)c2ccc([N+](=O)[O-])cc2)nnc1-c1ccc(Cl)cc1,-18%
Cc1nn(C)c2nc(N3CCCCC3CN3CCOCC3)sc12 (stereo not given),14%

# Given bar-delimited: part of the list above.
compound | KDM5B inh
N#Cc1nc(C2CC2)oc1N1CCN(C(=O)c2ccc[nH]c2=O)CC1 | 19%
O=C(c1ccc2[nH]ccc2c1)N1CCC2(CC1)N=C(c1cccc(Br)c1)NO2 | ?

# Part of the list above, set out differently.
canonical_smiles	KDM5B inh
CCOc1ccc(CCNC(=O)c2ccc(-c3nc(COc4ccc(C)cc4)c(C)o3)cc2)cc1	-3%
COc1cc(-c2c(NC(=O)c3ccccc3)oc3ccc(Cl)cc3c2=O)cc(OC)c1OC	-12%
Cc1cccc(-c2cc(C(=O)Nc3cccc(C(F)(F)F)c3)[nH]n2)c1O	-1%

# The list goes on.
SMILES,KDM5B inh
O=C(CN(c1ccccc1)S(=O)(=O)c1ccc(F)cc1)NC1CCCCCC1,31%[activator]
C=CCN1CCN(C(=O)c2ccc3c(c2)C(O)CCCCCN3CCOC)CC1 (stereo not given),7%
COc1ccc(C(=O)Nc2ccnn2Cc2ccco2)cc1S(=O)(=O)N1CCCC1,-11%
O=C(O)c1cccnc1SCC(=O)C12CC3CC(CC(C3)C1)C2,15%
COc1ccc(NC(=O)C2CC(=O)N(c3n[nH]c4ccccc34)C2)cn1 (stereo not given),?
O=C(NC1CC1)[C@@H]1C[C@H](Oc2cccnc2)CN1C(=O)CCCc1c[nH]c2ccccc12,-16%
CCCCC1CCC(C(=O)NNC(=O)c2ccc(Cl)cc2)CC1 (stereo not given),21%
CCC1CN(CC(=O)NCc2cccc(Br)c2)c2ccccc2S1 (stereo not given),-29%
Cc1ccsc1CN(C(=O)COc1ccc(Cl)cc1)C1CCS(=O)(=O)C1 (stereo not given),8%
Cc1ccc(CN2C(=O)NC3(CCN(C(=O)c4ccsc4)CC3)C2=O)cc1,26%
COc1cccc(NC(CNS(=O)(=O)c2ccc(Cl)cc2)c2ccccc2)c1 (stereo not given),-29%
CCC(=O)N1CCc2cc(S(=O)(=O)NC(C(=O)NCCc3ccc(OC)c(OC)c3)C(C)C)ccc21 (stereo not given),-6%
CN(C)S(=O)(=O)c1cccc(NC(=O)COc2ccc(Cl)cc2)c1,?
O=S1(=O)c2ccc(Br)cc2OC[C@H](Cc2ccccc2)N1Cc1cn(Cc2ccc(F)cc2)nn1,38%[activator]
CCOC(=O)C1CCN(C(=O)c2sccc2Cl)CC1,0%
CC1=C[C@@H](CNCc2ccncc2)[C@H](C(C)C)C[C@H]1Cc1nnc(-c2ccc(N(C)C)cc2)o1,?
Cn1nc(C(=O)N2CCC3(CCCNC3)C2)c2ccccc21 (stereo not given),0%
O=C(NCc1cccc(Br)c1)c1noc(-c2ccc(F)cc2)n1,19%
CC1CCc2c(sc3nnn(Cc4ccc(F)cc4)c(=O)c23)C1 (stereo not given),-11%
CN(C)C[C@@H]1CN(c2ccccn2)C[C@H]1NC(=O)CCn1cccn1,?
CN1CCC(C(=O)N2Cc3ccccc3CC3(CCCCN3CC3CCNCC3)C2)CC1 (stereo not given),?
COCc1nc(C2CCNC2)no1 (stereo not given),-18%
O=c1[nH]c(=O)n(Cc2ccco2)c2c1C(C(F)(F)F)(C(F)(F)F)N=C(c1ccccc1)N2,-14%
COc1ccc([C@@H]2CN(C(=O)CCc3ccsc3)C[C@H]2N(C)C)cc1,-13%
Cn1cc(Br)c(-c2cccc(N3C(=O)CCCC3=O)c2)n1,22%
# (list continues)
SMILES,KDM5B inh
O=C(NCc1ccccc1)NC[C@H]1Cn2c(-c3ccc(Cl)cc3)cnc2CO1,?
COc1ccc(-c2cc(C[C@@H]3CC[C@H](O)[C@@H](CNCc4cccc(Cl)c4)O3)no2)cc1,107%[activator]
COc1ccc(CNC(=O)c2noc(-c3ccc(F)cc3)n2)cc1OC,7%
Cc1cccc(NC(=O)N2CCC3(CC2)CC(N(C)Cc2ccccc2)CCO3)c1 (stereo not given),2%
O=C(CSc1cn(CC(=O)N2CCCCCC2)c2ccccc12)Nc1ccccc1F,-33%
Cc1cc(/C=N/N2CCN(C)CC2)c(C)n1-c1ccc(Cl)cc1,?
CCCOc1ccc(C(=O)Nc2cccc3ccc(C)nc23)cc1,0%
COc1ccc(S(=O)(=O)N2CCN(c3cc(N4CCOCC4)nc(C)n3)CC2)c(C)c1C,-7%
O=C(CSc1ncc2c(n1)-c1ccc(Cl)cc1N(Cc1ccccc1)S2(=O)=O)Nc1ccccc1C(F)(F)F,9%
Cc1cc(/C=N/NC(=O)C(O)(c2ccccc2)c2ccccc2)c(C)n1-c1cccc(C(=O)O)c1,?
COCCCNC(=O)c1ccc(Cn2c(=O)c3cccn3c3cccnc32)cc1,?
Cc1cccc(NC(=O)C2Cc3ccccc3O/C2=N\O)c1 (stereo not given),17%
COc1c(Br)cc([N+](=O)[O-])c(OC)c1C(=O)NC(=O)Nc1c(Cl)cccc1Cl,6%
Cc1nc(N2CCN(C(=O)c3ccc(F)c(Cl)c3)CC2)cc(C(F)(F)F)n1,-8%
Cc1nn(-c2ccccc2)c(C)c1[C@@H]1C=C[C@@H](NC(=O)c2ccc(N(C)C)cc2)C1,?
N=C(N)c1ccc(/C=C/c2ccc(C(=N)N)cc2O)cc1,278%[activator]
COc1ccc(N2C(=O)C(C)(C)CS2(=O)=O)cc1S(=O)(=O)NCc1ccco1,17%
CC1(C)CC(=O)C2=C(C1)OC(N)=C(C#N)C2c1cccc(Br)c1 (stereo not given),7%
COc1ccc(NC(=O)C2CCCN(Cc3nc(-c4ccc(OC)c(OC)c4)no3)C2)cc1OC (stereo not given),14%
COc1ccccc1Nc1nc2ccc(Cl)cc2nc1-n1nc(C)cc1C,-11%
Cc1ccc(N(Cc2cc(=O)[nH]c3ccccc23)C(=O)c2ccncc2)cc1,?
CCOc1cc(C2c3c(oc4ccccc4c3=O)C(=O)N2Cc2ccc3c(c2)OCO3)ccc1O (stereo not given),21%
CC(Oc1ccc(F)cc1F)C(=O)NN (stereo not given),68%[activator]
O=C(C1CC1)N1C[C@@H]2OCC(=O)N(Cc3ccccn3)[C@@H]2C1,8%[86.2 µM]
COc1ccc(C(C(=O)NC2CCCC2)N(Cc2cccnc2)C(=O)c2snc(C(N)=O)c2N)cc1OC (stereo not given),?

# In a second layout: entries from further up
KDM5B inh	SMILES
-33%	O=C(CSc1cn(CC(=O)N2CCCCCC2)c2ccccc12)Nc1ccccc1F
?	Cc1cc(/C=N/N2CCN(C)CC2)c(C)n1-c1ccc(Cl)cc1
0%	CCCOc1ccc(C(=O)Nc2cccc3ccc(C)nc23)cc1
-7%	COc1ccc(S(=O)(=O)N2CCN(c3cc(N4CCOCC4)nc(C)n3)CC2)c(C)c1C
9%	O=C(CSc1ncc2c(n1)-c1ccc(Cl)cc1N(Cc1ccccc1)S2(=O)=O)Nc1ccccc1C(F)(F)F

# Next section.
SMILES,KDM5B inh
O=C(Nc1cc(Cl)cc(Cl)c1)c1ccc(S(=O)(=O)C2CCS(=O)(=O)C2)cc1 (stereo not given),-5%
COCC(=O)N(C)C1CCCc2ccccc21 (stereo not given),-9%[115 µM]
CCOC(=O)CCc1cc2c(C)cc(=O)oc2cc1O,i
COc1ccc(C(=O)O)cc1Nc1nc2ccc(C)cc2n2cnnc12,2%
Cc1cc(C(=O)N2CCC3(CC2)CC(N(C(=O)c2ccccc2)C2CC2)CCO3)n(C)n1 (stereo not given),-5%
Cc1ccc2sc(N3CCN(C(=O)C4COc5ccccc5O4)CC3)nc2c1C (stereo not given),-10%
Cc1ccc(-c2nc(C(=O)NCc3cccc(Br)c3)no2)cc1,-18%
O=C(Nc1cccnc1)c1ccnc(-c2nnc3ccc(Nc4ccccc4)nn23)c1,?
OC(CC#CCN1CCCC1)(c1ccccc1)c1ccc(-c2ccccc2)cc1 (stereo not given),-27%
CCc1ccc(-n2nc(C)c3c(C)cc(=O)n(CC(=O)N(CC)Cc4ccccc4)c32)cc1,-1%
COc1ccc(CNC(=O)Cc2c[nH]c3ncc(-c4ccccc4)cc23)cc1OC,?
CCc1nnsc1C(=O)N(C)CCOc1cccc(Cl)c1,8%
Cc1cc(NC(=O)c2cc3n(n2)CC(c2ccc4c(c2)OCO4)OC3)ccc1F (stereo not given),28µM*
Cc1cccc(Cn2c(SCc3ccccc3)nc3c2c(=O)[nH]c(=O)n3C)c1,?
CC(C)CC(=O)N1CCN(Cc2ccncc2)CC1,-17%
Cc1ccc(-c2c(C(=O)O)sc3c2cnc2ccc(C)cc23)cc1,12%
O=C(CSc1nnc(-c2ccccc2F)n1C1CCCCC1)N1CCCC1,11%
Cc1cc(C)cc(CN2CCC3(CC2)Cc2ccccc2CNC3=O)c1,-2%[115 µM]
CC(C)c1ccc(C2C(c3ccccc3)=C(O)C(=O)N2Cc2ccccn2)cc1 (stereo not given),9%
Cn1cc(-c2cccc(Cl)c2)c2nc(CN3CC[S+](=O)([O-])CC3)cn2c1=O,-16%[86.2 µM]
Cc1cc(C)n(-c2ncnc3sc(C)c(-c4ccc(Cl)cc4)c23)n1,?
CCC[C@@H]1CN(C(=O)C2(c3ccc(F)cc3)CCOCC2)C[C@H]1N(C)C,0%
CC1Cc2ccccc2N1S(=O)(=O)c1nnc(NC(=O)c2ccccc2)s1 (stereo not given),-3%
CCCCCC/C(C)=N/NC(N)=S,?
COc1cccc(C(=O)N2CCC3(CC2)N(C)C(=O)CS3(=O)=O)c1C,14%

# Three entries drawn at random from those above, as already listed:
SMILES,KDM5B inh
Cc1cc(C)cc(CN2CCC3(CC2)Cc2ccccc2CNC3=O)c1,-2%[115 µM]
Cc1cc(NC(=O)c2cc3n(n2)CC(c2ccc4c(c2)OCO4)OC3)ccc1F (stereo not given),28µM*
CC1Cc2ccccc2N1S(=O)(=O)c1nnc(NC(=O)c2ccccc2)s1 (stereo not given),-3%

# More entries:
SMILES,KDM5B inh
CN(C)Cc1cn(CC2CCN(C(=O)c3ccc4c(c3)OCO4)CC2)nn1,-12%
COCc1c(C(=O)N[C@@H]2CN(c3ncccn3)C[C@H]2CN(C)C)noc1C,28µM*
O=C(COC(=O)/C=C/c1cccs1)Nc1ccc(F)cc1,4%
CN(C)c1ccc(/C=N/Nc2ccc(F)cc2F)cc1,?
Cc1cccc(C(=O)NCC(=O)N2CCCC2c2ccccc2)c1 (stereo not given),10%
Cc1ccc(C(=O)N[C@H]2CO[C@H]3[C@@H]2OC[C@H]3OC(=O)Nc2ccc(C(C)C)cc2)cc1,28%[86.2 µM]
CCCCn1c(SCc2ccccc2C#N)nc2c(sc3ccccc32)c1=O,4%
Cc1cc(=O)oc2cc(NC(=O)Cc3c(Cl)cccc3Cl)ccc12,?
Cc1nc(-c2c3n(c(=O)n(Cc4cc(F)cc(F)c4)c2=O)CCCCC3)no1,9%
O=C1c2ccccc2CN1C1CCN(Cc2cncs2)CC1,11%[149 µM]
CC(CNC(=O)CCc1cn(Cc2ccccc2Cl)c2ccccc12)c1ccccc1 (stereo not given),?
CN1CCC(NC(=O)c2cccc3c2CCN3C(=O)Nc2ccccc2)CC1,-6%
COc1ccc2[nH]cc(CCNC(=O)CCNc3nc(Cl)nc4nc[nH]c34)c2c1,?
O=C(NC1CCN(c2cc(-c3ccccc3)[nH]n2)CC1)c1cc(Cl)ccc1F,-7%
Cc1cc(C)n(C(=O)c2ccc(C)c(S(=O)(=O)N3CCCCC3)c2)n1,2%
Cc1oc(-c2ccc(Cl)cc2)nc1Cn1c(=O)cc(C)c2c(C)nn(-c3cccc(F)c3)c21,-8%
Cc1cccc(N(C)C(=O)CN2C(=O)NC3(CCC(C)CC3)C2=O)c1 (stereo not given),-11%
CCc1cc(C(=O)OC)c(NC(=O)c2c(CC)noc2C)s1,-16%

# These rows are one share of the data. The share of hits here may be higher or lower than overall.
